Cdc25B inh = human M-phase inducer phosphatase 2 inhibition | P30305 | recombinant Cdc25B, OMFP fluorescence Ex485/Em525 | inhibition, %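 (compounds tested at 10 µM final in the well)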 | hit rate 0.1% among 65,000; in the data active = inhibition above about 50%
Target sequence (P30305 whole entry, looked up): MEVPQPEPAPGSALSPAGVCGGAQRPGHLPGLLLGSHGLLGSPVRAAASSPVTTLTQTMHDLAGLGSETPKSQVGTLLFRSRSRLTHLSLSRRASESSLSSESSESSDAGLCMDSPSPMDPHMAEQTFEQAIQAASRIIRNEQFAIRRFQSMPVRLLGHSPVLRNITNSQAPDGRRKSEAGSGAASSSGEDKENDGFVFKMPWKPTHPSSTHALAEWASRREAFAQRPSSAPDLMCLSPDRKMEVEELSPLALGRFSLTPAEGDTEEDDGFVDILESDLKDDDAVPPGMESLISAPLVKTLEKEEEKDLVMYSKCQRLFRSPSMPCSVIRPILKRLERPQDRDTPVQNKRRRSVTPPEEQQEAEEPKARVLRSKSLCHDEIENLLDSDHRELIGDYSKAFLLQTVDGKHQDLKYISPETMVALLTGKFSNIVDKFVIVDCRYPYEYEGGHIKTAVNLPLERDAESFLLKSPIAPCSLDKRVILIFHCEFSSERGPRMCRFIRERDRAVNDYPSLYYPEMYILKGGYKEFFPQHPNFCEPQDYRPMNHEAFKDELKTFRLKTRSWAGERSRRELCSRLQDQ
D1 mod = allosterically modulates the human D1 dopamine receptor | HEK293 D1, CRE-luciferase, dopamine EC30 potentiation; actives deviate in either direction | B-score at 10 µM | hit rate 5.9% among 58,000;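 active = luminescence count or its row- and column-corrected plate score outside the 99.7% band of the plate's sample wells, on either side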
Target sequence (P21728 whole entry, looked up): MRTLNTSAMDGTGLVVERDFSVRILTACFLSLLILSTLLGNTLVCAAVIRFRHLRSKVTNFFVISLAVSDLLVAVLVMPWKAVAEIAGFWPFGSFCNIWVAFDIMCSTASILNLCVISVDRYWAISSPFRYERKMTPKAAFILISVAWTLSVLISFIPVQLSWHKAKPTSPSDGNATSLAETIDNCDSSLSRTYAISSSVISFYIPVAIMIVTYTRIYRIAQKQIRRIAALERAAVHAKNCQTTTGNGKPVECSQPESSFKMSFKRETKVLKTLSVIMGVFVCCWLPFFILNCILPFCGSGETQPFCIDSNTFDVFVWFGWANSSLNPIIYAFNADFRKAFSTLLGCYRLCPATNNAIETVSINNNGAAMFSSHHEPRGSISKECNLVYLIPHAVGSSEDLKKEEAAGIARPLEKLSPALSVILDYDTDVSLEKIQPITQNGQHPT
RORA act = activates the human nuclear receptor RORA. P35398. CHO-K1 Gal4-RORA LBD luciferase reporter, luminescence; percent increase over mock-subtracted basal signal. activation, % at 10 µM. hit rate 1.5% among 65,000. AID 560;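 active = activation above the mean of all tested compounds plus 3 SD, cut at about 49% in these data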;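 note: 0% = DMSO-treated RORA cells and 100% = added signal equal to DMSO minus mock-transfected cells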
Hsp90 inh = displaces geldanamycin probe from tumor Hsp90 | P07900 | NCI-N417 lysate Hsp90, Cy3B-geldanamycin FP displacement | inhibition, % at 30 µM | hit rate 0.35% among 64,000 | AID 429;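 active = inhibition above 50%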;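 note: 0% = tracer plus lysate wells and 100% = tracer alone without lysate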
FXIIa inh mix = blocks human factor XIIa in pooled compound mixtures | purified FXIIa, fluorogenic substrate | inhibition, % at 5 µM | hit rate 0.2% among 62,000; in the data active = inhibition above about 20%, passing the limit was not always enough;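 note: 0% = enzyme without compound and 100% = no enzyme blank; some results filed as inactive read as strong as hits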
MKP-1 inh = blocks human MKP-1 phosphatase activity; AID 374; inhibition, %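 (compounds tested at a single concentration somewhere between 10 and 100 µM)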; recombinant MKP-1, OMFP hydrolysis fluorescence; P28562; hit rate 0.15% among 65,000;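 active = inhibition above about 50%, limit read from the data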;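 note: 0% = DMSO max control wells and 100% = wells with enzyme stopped by NaOH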
SF-1 act = activators of human nuclear receptor SF-1 | CHO-K1 Gal4-SF-1 LBD luciferase reporter; % increase over DMSO SF-1-specific signal | activation, % at 10 µM | hit rate 1.9% among 65,000 | AID 522;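 active = activation above the mean activation of all tested compounds plus 3 SD, cut at about 50% in these data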
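Material: Transient Gal4-SF-1 LBD reporter, CHO-K1 | Input: 4,000 cells/well | Dosing: One dose, 10 µM compound, 1% DMSO | Incubation: 20 h compound treatment, 37 °C | Detection: SteadyLite luciferase luminescence | Evaluation: Percent activation relative to DMSO median and mock-transfected background | Benchmarks: DMSO-treated SF-1-transfected cells as negative, DMSO-treated mock-transfected cells lacking SF-1 as background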
TNAP act DEA = human TNAP activation, intermediate phosphate acceptor; activation factor at 20 µM; P05186; AID 813; purified TNAP, CDP-star luminescence, 100 mM DEA, 30 min; active compounds read high; scale: 0 levamisole-inhibited, 1 vehicle-only enzyme; 64,000 tested, under 10 active;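 active = activation factor of at least 2 at 20 µM, relative to controls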
HER2 expr 66K = inhibitors of human Her2 kinase expression; P04626; AID 645; SKBR-3 HER2 protein level, AlphaScreen, 18-24 h; active compounds read low; HER2 level % of control, % at 10 µM; hit rate 0.69% among 65,000;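 active = HER2 level under 5% of the carrier-only control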;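 note: 100% = DMSO carrier and 0% = 500 nM PU-H71 HSP90 inhibitor; lower value means stronger loss of Her2 protein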
Numbers without * were called inactive; / = no result given.

Values run as follows: Cdc25B inh | D1 mod | RORA act | Hsp90 inh | FXIIa inh mix | MKP-1 inh | SF-1 act | TNAP act DEA | HER2 expr 66K
1. COc1ccc(C2N(C(=O)CN3CCOCC3)CCN2S(=O)(=O)c2ccccc2)cc1 (configuration not stated)
    12 | 0.12 | 2 | -1 | 3 | -7 | -7 | 0.9 | 79
2. Oc1c(C(c2ccccc2)N2CCCCC2)sc2ncnn12 (configuration not stated)
    11 | -0.12 | 2 | -2 | 7 | 7 | 12 | 1 | 110
3. O=C(Nc1sc2c(c1C(=O)O)CCC2)c1cccs1
    -10 | -0.34 | 27 | -2 | 2 | 3 | 30 | 1 | 134
4. O=c1oc2ccccc2c2c1ncn2-c1ccccc1
    -16 | 3.6* | -7 | 0 | 13 | -6 | -7 | 0.9 | 103
5. CCOC(=O)Cc1cc(=O)n2[nH]c(C)c(-c3ccc(OC)cc3)c2n1
    -4 | 0.2 | -4 | -7 | 4 | 5 | -8 | 1 | 83
6. Cc1ccc(S(=O)(=O)NC(C)C(=O)Nc2ccc(C(N)=O)cc2)cc1 (configuration not stated)
    -6 | -1.3 | 2 | -5 | 0 | -5 | 3 | 0.9 | 92
7. Cc1ccc(NC(=O)Cn2nnc(C(=O)Nc3ccc(C)c(C)c3)c2N)cc1
    -5 | / | 3 | -7 | -5 | 13 | -44 | 0.9 | 116
8. CCOC(=O)CSc1nnc(CNc2cccc(Cl)c2)n1-c1ccccc1
    3 | 0.49 | 14 | -7 | 2 | 0 | 4 | 0.9 | 102
9. CCOC(=O)C(C)Sc1nc2c(c(=O)[nH]c(=O)n2C)n1CCc1ccccc1 (configuration not stated)
    -6 | 5.6* | -14 | -2 | 6 | 3 | -3 | 0.9 | 118
10. CS(=O)(=O)Nc1ccc(-c2n[nH]c(=S)n2-c2ccccc2)cc1
    -10 | 0.93 | 1 | 0 | -14 | 2 | -11 | 1 | 92
11. COc1ccc(CNC(=O)CCCCCn2c(SCC#N)nc3cc4c(cc3c2=O)OCO4)cc1
    5 | 0.88 | 16 | -7 | 14 | 27 | 5 | 0.9 | 107
12. c1ccc2sc(N3CN(CCN4CCOCC4)CN(c4nc5ccccc5s4)C3)nc2c1
    -11 | 0.48 | -9 | -2 | 4 | 32 | 4 | 0.9 | 96
13. CC(C)N(CCNC(=O)C1CCN(S(=O)(=O)N2CCOCC2)CC1)Cc1ccccc1
    -11 | -0.34 | -7 | -2 | 7 | 6 | 23 | 0.9 | 120
14. COCCNC(=O)CN(C(=O)Cn1nnc2ccccc21)c1ccc(F)c(Cl)c1
    -5 | 1.5 | 22 | -8 | -21 | 2 | 1 | 1 | 92
15. COc1ccccc1N(CN1C(=O)c2ccccc2C1=O)C(=O)c1cccnc1
    -17 | -0.83 | -3 | / | 1 | 4 | 0 | 1 | 125
16. Cc1ccc(C(=O)O)cc1S(=O)(=O)N1CCOCC1
    -11 | 0.094 | -15 | -8 | 0 | -8 | -18 | 0.9 | /
17. OC(COc1ccc2cc(Br)ccc2c1)CN1CCN(c2ccccn2)CC1 (configuration not stated)
    -21 | 0.54 | 9 | -2 | 2 | 10 | 1 | 1 | 83
18. COc1ccccc1NC(=O)Cn1nnc(-c2ccccc2NC(=O)c2cccs2)n1
    -12 | 0.051 | 1 | 1 | 9 | 9 | 3 | 1 | 25
19. CCN(CC)CCCN1C(=O)C(O)=C(C(=O)c2cc3cccc(OC)c3o2)C1c1ccncc1 (configuration not stated)
    3 | 0.86 | -26 | -5 | 0 | -1 | 12 | 0.9 | 117
20. O=c1oc2ccccc2n1CSc1nc2ccccc2s1
    6 | 2.1 | 66* | 0 | 7 | -25 | 52* | 0.9 | 75
21. CCCCOc1ccc(C(=O)OC(C)CN(C)C)cc1 (configuration not stated)
    -16 | 0.65 | -5 | 1 | 6 | -2 | -5 | 1 | 57
22. CCCCCOC(=O)Nc1ccc(S(=O)(=O)Nn2cnnc2)cc1
    -8 | / | 18 | -5 | 11 | 10 | -18 | 1 | 87
23. CSCCC1NC2(C(=O)Nc3c2ccc(Cl)c3C)[C@@H]2C(=O)N(C3CCCC3)C(=O)[C@H]12 (some centres not stated)
    -9 | 0.48 | 8 | -1 | 9 | -11 | 13 | 0.9 | 83
24. Cc1c(O)ccc(C(=O)COc2ccccc2F)c1O
    -9 | -0.26 | 20 | -2 | 7 | -5 | 16 | 0.9 | 59
25. Cc1c(C)[n+](=O)c(-c2ccc(F)cc2)c(C)n1[O-]
    0 | 1.5 | -9 | / | 5 | 6 | 0 | 0.9 | 71
26. COc1ccc(CN(C(=O)CN2C(=O)COc3ccccc32)C2CCCC2)c(OC)c1
    -6 | / | -22 | 0 | 6 | 9 | -14 | 0.9 | 83
27. O=C1C2ON(c3ccccc3)C(c3cccnc3)C2C(=O)N1c1ccc(Cl)c(Cl)c1 (configuration not stated)
    1 | / | -12 | 0 | / | -8 | -7 | 1 | -18*
28. CCCn1c(-c2cccs2)nc2ccccc21
    -1 | -0.29 | -1 | -1 | -18 | -26 | 18 | 0.9 | 106
29. CCOc1ccccc1COC(=O)c1cccc(-n2cnnn2)c1
    -2 | 10* | 4 | 0 | 11 | 24 | -5 | 0.9 | 109
30. Cc1c(C(=O)NCc2cccs2)oc2ccccc12
    0 | 0.94 | -7 | -5 | 8 | 5 | 22 | 0.8 | 108
31. O=C(COc1ccccc1)NCC(c1cccs1)N1CCOCC1 (configuration not stated)
    -10 | -0.85 | -19 | -5 | 3 | 2 | -9 | 0.9 | 88
32. O=C(CCCCCn1c(=O)[nH]c2ccsc2c1=O)NCc1cccs1
    7 | 0.055 | -15 | / | -3 | 8 | -20 | 0.9 | 179
33. CC(C)(C)n1nc2c(c1NC(=O)Cc1ccc(F)cc1)CSC2
    -8 | 0.47 | -2 | 1 | 12 | -5 | -15 | 0.9 | 73
34. C=CCNC(=O)CCCc1ccccc1
    -5 | 1.5 | 11 | -1 | 3 | 5 | -5 | 1 | 95
35. COc1ccc(N2C(=O)C3CCCN3C2c2ccc(C)cc2)cc1 (configuration not stated)
    -14 | -0.53 | -18 | -3 | 14 | 0 | 9 | 0.9 | 100
36. O=c1c(-c2ccc(Cl)cc2)[n+]([O-])c2ccccc2n1O
    12 | / | -12 | -6 | / | -21 | -5 | 0.8 | 71
37. Cc1cc(NC(=O)CSc2ncnc3sc4c(c23)CCC(C)C4)no1 (configuration not stated)
    -10 | 1.4 | -4 | -5 | 3 | 28 | 1 | 1 | 187
38. CCSc1nnc(NC(=O)c2cc(C)oc2C)s1
    -4 | 0.29 | 60* | 2 | 2 | 9 | 76* | 0.9 | 82
39. C=CCn1c(Cc2cccs2)nnc1SCC(=O)Nc1ccc(C(=O)OCC)cc1
    0 | 1.3 | 18 | -6 | -2 | -3 | -4 | 1 | 72
40. COc1cccc(C2C(C#N)=C(N)Oc3cc(C)[nH]c(=O)c32)c1OC (configuration not stated)
    14 | -0.0099 | -1 | -4 | / | -9 | 13 | 1 | 123
41. O=C(Cn1cc2c(n1)CCCC2)Nc1ccccc1Cl
    -8 | 0.76 | 4 | -2 | 1 | 2 | -20 | 0.9 | 112
42. COC(=O)c1ccccc1NC(=O)C1CC(c2ccc(F)cc2)=NO1 (configuration not stated)
    7 | / | -8 | -2 | 1 | -9 | -11 | 0.9 | 161
43. COc1ccccc1C(=O)Nc1ccccc1C(=O)N1CCCC1
    -1 | -0.086 | -25 | 0 | 11 | 13 | -2 | 0.9 | 95
44. CC(C)OC(=O)CCc1nc2ccccc2[nH]c1=O
    3 | 0.51 | -6 | 0 | 4 | 1 | -4 | 0.9 | 86
45. CCCCCn1c(SCCN2CCOCC2)nc2c1c(=O)[nH]c(=O)n2C
    -17 | / | -10 | -2 | -20 | 2 | 10 | 0.9 | 93
46. Cc1onc(-c2ccccc2Cl)c1C(=O)OCN1C(=O)c2ccccc2C1=O
    -14 | -0.9 | 7 | -2 | 5 | 7 | 0 | 0.9 | 72
47. CC1(C)CC(=O)C=C(NCc2ccco2)C1
    -9 | -0.37 | -8 | 0 | 6 | -37 | -14 | 0.9 | 113
48. CC(=O)Nc1nc2c(ncn2COCCOC(C)=O)c(=O)[nH]1
    3 | 0.83 | 10 | -1 | 3 | 13 | -6 | 0.9 | 88
49. N#Cc1c2c(c(NCCCN3CCOCC3)n3c1nc1ccccc13)CCC2
    -17 | 0.0091 | 4 | -2 | -22 | -1 | 17 | 1 | 155
50. Cc1ccc2c(c1)N(CCC(=O)NCc1ccccn1)C(=O)CO2
    -9 | -0.42 | -12 | 3 | 8 | 2 | -2 | 1 | 94

An excerpt from above, showing only D1 mod, SF-1 act and Cdc25B inh.
| # | canonical_smiles | D1 mod | SF-1 act | Cdc25B inh |
| --- | --- | --- | --- | --- |
| 30 | Cc1c(C(=O)NCc2cccs2)oc2ccccc12 | 0.94 | 22 | 0 |
| 31 | O=C(COc1ccccc1)NCC(c1cccs1)N1CCOCC1 (configuration not stated) | -0.85 | -9 | -10 |
| 32 | O=C(CCCCCn1c(=O)[nH]c2ccsc2c1=O)NCc1cccs1 | 0.055 | -20 | 7 |
| 33 | CC(C)(C)n1nc2c(c1NC(=O)Cc1ccc(F)cc1)CSC2 | 0.47 | -15 | -8 |

The list continues:
Values run as follows: Cdc25B inh | D1 mod | RORA act | Hsp90 inh | FXIIa inh mix | MKP-1 inh | SF-1 act | TNAP act DEA | HER2 expr 66K
51. CCCCOc1ccccc1Cn1c(=O)oc2ccc(C)cc21
    -17 | -0.15 | 18 | -4 | / | 2 | -12 | / | 131
52. CCOC(=O)N1CCC(NC(=O)c2cc(-c3ccc(F)cc3)[nH]c2C)CC1
    4 | 0.13 | 12 | 2 | 5 | 30 | -4 | 1 | 73
53. Cc1ccc(S(=O)(=O)NC2(C(F)(F)F)C(=O)Nc3c2c(=O)n(C)c(=O)n3C)cc1 (configuration not stated)
    -7 | -0.86 | -16 | -1 | -6 | -1 | 1 | 0.9 | 78
54. COc1ccccc1S(=O)(=O)Cc1ccc(C(=O)NC2CCCCC2)o1
    -4 | -0.089 | 22 | -5 | 5 | 19 | -5 | 1 | 88
55. CCC(C)NC(=O)C1CCN(S(=O)(=O)c2cccnc2)CC1 (configuration not stated)
    -12 | 0.13 | 15 | -2 | 12 | 14 | 3 | 0.9 | 87
56. Cc1ccc(C)c(N2CCN(C(=O)CCNC(=O)Cn3ccc4ccccc4c3=O)CC2)c1
    -2 | 0.031 | -8 | -5 | 5 | 14 | -15 | 0.9 | 90
57. Fc1cccc2sc(Nc3nnc(-c4ccco4)o3)nc12
    6 | -2.7* | 17 | 0 | 6 | 9 | 36 | 0.9 | 55
58. NC(=O)c1nsc(C(=O)N(CCc2ccccc2)C(C(=O)NC2CCCC2)c2ccco2)c1N (configuration not stated)
    -2 | -0.79 | -4 | -3 | 11 | 44 | 5 | 1 | 78
59. Cc1ccc(Cn2ccc(NC(=O)c3noc4c3CCCC4)n2)cc1
    -4 | -0.29 | 35 | -5 | 3 | 1 | 20 | 0.9 | 97
60. O=C(Nc1ccc(NC(=O)C2CCCCC2)cn1)c1ccco1
    -10 | -3.2* | 7 | 1 | 1 | -8 | 20 | 0.9 | 97
61. CCc1nnc(SCc2ccc(C(=O)OC)o2)n1N
    -3 | -0.59 | -12 | -14 | 6 | -15 | -5 | 0.9 | 99
62. Cc1ccc(C(C)NC(=O)c2ccco2)cc1C (configuration not stated)
    1 | 0.63 | -11 | / | 5 | -3 | 0 | 0.8 | 59
63. COCCCn1c(C2CCCCC2)nc2oc3cc(OC)ccc3c(=O)c2c1=O
    -3 | 0.36 | 0 | 1 | 0 | 2 | -11 | 0.9 | 80
